Bioassay records (PubChem)
BoNT F protease – inhibitors of Botulinum neurotoxin F light chain protease | 360,000 tested, 0.22% active | Multiplex microsphere protease cleavage assay, flow cytometry | AID 588497 | inhibition, % at 10 µM; in the data active means inhibition above about 35%, passing the limit was not always enough; inconclusive means no clear call, values can overlap the other calls; further: plate controls were buffer without enzyme for full effect and enzyme alone for no effect
BioA inh – blocks M. tuberculosis BioA enzyme activity | purified M. tuberculosis BioA enzyme, plate reader | inhibition, % at 9.99 µM | 360,000 tested, 0.096% active | AID 602481; in the data active means inhibition above about 40%; inconclusive means no clear call, values can overlap the other calls
GDH-TPI inh – counter-screen for M. tuberculosis FBA inhibitors: GDH-TPI coupled enzymes; GDH-TPI coupled enzyme counterscreen, NADH absorbance; inhibition, % at 4.8 µM; 360,000 tested, 1.2% active; AID 588335;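 further: 0% = DMSO wells and 100% = wells lacking the enzyme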
FadD28 FP inh – blocks FadD28 binding to the bisubstrate probe; fluorescence polarization; inhibition, % at 12.5 µM; 360,000 tested, 0.22% active; in the data active means inhibition above about 8.5%, passing the limit was not always enough; inconclusive means no clear call, values can overlap the other calls
Mtb FBA inh – inhibitors of M. tuberculosis fructose-bisphosphate aldolase. P9WQA3. purified M. tuberculosis FBA, fluorescence read-out. inhibition, % at 1 µM. 360,000 tested, 2.3% active. AID 588726; in the data active means inhibition above about 27%;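 further: 0% = vehicle and 100% = reference inhibitor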
Target sequence (P9WQA3 whole entry, looked up): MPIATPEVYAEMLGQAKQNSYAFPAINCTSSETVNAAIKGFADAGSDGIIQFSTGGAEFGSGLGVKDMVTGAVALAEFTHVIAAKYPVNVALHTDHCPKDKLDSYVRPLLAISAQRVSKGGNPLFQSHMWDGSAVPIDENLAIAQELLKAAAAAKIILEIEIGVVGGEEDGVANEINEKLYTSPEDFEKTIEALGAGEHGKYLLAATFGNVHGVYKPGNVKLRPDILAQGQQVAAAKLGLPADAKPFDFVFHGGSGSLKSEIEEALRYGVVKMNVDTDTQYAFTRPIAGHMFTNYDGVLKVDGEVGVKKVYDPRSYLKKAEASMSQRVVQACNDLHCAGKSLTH
CCHFV vOTU inh – blocks the CCHF virus ovarian tumor domain protease; 370,000 tested, 0.55% active; CCHFV vOTU protease, Pep-AMC fluorescence; AID 651958; inhibition, % at 11.5 µM; further: 0% = vehicle wells with enzyme and 100% = no enzyme wells
Rv3671c inh – inhibits the M. tuberculosis serine protease Rv3671c; P9WHR9; inhibition, % at 5.96 µM; 320,000 tested, 0.048% active; in the data active means inhibition above about 38%;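 further: extracellular domain of Rv3671c used as enzyme; 0% = enzyme with DMSO and 100% = no enzyme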
Target sequence (P9WHR9 whole entry, looked up, the tested form may be a part): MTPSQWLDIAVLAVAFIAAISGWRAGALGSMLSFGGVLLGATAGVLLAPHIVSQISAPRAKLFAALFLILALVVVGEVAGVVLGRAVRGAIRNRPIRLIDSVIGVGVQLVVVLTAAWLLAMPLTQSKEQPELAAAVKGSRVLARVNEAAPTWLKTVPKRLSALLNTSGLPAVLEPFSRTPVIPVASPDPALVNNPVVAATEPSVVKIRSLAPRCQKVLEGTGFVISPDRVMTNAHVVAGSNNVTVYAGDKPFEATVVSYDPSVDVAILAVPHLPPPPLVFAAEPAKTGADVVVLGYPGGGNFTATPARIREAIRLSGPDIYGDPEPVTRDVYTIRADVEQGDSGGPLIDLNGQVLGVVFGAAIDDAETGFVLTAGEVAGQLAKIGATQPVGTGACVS
UGM FP inh – blocks M. tuberculosis UGM enzyme; AID 504406; purified UGM, fluorescence polarization probe displacement; inhibition, % at 10 µM; 320,000 tested, 0.06% active; in the data active means inhibition above about 10%, passing the limit was not always enough; inconclusive means no clear call, values can overlap the other calls
MazF activator – activators of E. coli MazEF toxin-antitoxin RNase | FAM/BHQ RNA-DNA oligo cleavage fluorescence, 5 h | AID 504720 | P0AE70 | activation, % at 20 µM | 350,000 tested, 0.32% active; in the data active means activation above about 50%
Target sequence (P0AE70 whole entry, looked up): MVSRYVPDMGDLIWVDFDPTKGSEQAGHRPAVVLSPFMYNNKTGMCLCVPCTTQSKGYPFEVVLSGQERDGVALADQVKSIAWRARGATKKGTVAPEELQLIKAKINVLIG
DUSP3 inh – DUSP3 (human) phosphatase inhibition; P51452; recombinant VHR phosphatase, pNPP absorbance; inhibition, % at 13.3 µM; 290,000 tested, 0.52% active; AID 1654; in the data active means inhibition above about 50%; further: some compounds called inactive have numbers as strong as hits
Target sequence (P51452 whole entry, looked up): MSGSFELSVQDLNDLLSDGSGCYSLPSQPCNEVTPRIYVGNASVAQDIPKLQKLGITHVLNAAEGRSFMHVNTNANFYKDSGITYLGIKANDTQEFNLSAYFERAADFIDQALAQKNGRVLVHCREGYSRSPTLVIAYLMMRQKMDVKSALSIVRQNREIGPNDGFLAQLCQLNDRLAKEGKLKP
* marks the source's active call; other numbers are inactive results; ? = inconclusive; nt = not tested or not shown; + = active, no number. Unless noted, no stated cut-off is given here; in the data, active means inhibition above about 30%; inactive means the rest.

SMILES | BoNT F protease | BioA inh | GDH-TPI inh | FadD28 FP inh | Mtb FBA inh | CCHFV vOTU inh | Rv3671c inh | UGM FP inh | MazF activator | DUSP3 inh
O=C(CCCOc1ccccc1)Nc1nncs1 | -1 | -0.7 | -5 | -0.5 | -3 | -8 | -7 | -0.5 | -3 | 3
Cc1ccccc1NC(=O)Cc1nc(COC(=O)CCOc2ccccc2)cs1 | 7 | -1.2 | 2 | -1.3 | 2 | 0 | -8 | 1.3 | -4 | 17
CCCOc1ccc(NC(=O)c2cc3cc(C)ccc3[nH]2)cc1 | -10 | -1.0 | -3 | -3.7 | -1 | 12 | 2 | -1.0 | -1 | 8
CCOc1ccc(N(C(=O)CNC(=O)c2ccco2)C(C(=O)NC2CCCC2)c2ccco2)cc1 (configuration not stated) | 7 | -0.5 | -5 | -3.6 | 1 | 5 | 6 | -0.7 | 1 | 23
O=C(CCn1nc(-c2ccccc2)c2ccccc2c1=O)Nc1cccnc1 | 0 | nt | 9 | 0.4 | 0 | -3 | 0 | -1.7 | 2 | 24
CCOC(=O)Cc1ccc(NS(=O)(=O)c2ccc(SC)cc2)cc1 | -5 | 0.4 | -3 | -3.2 | 0 | -2 | -5 | -0.2 | 4 | 6
CCOc1nc(-c2ccccc2)ccc1-c1noc(-c2ccc(OC)c(OC)c2)n1 | -3 | -1.9 | 7 | -1.3 | -5 | 6 | nt | nt | -1 | nt
O=C(CNS(=O)(=O)c1ccccc1)NCC(=O)OCc1ccc(Cl)cc1 | 0 | 0.2 | 8 | 0.5 | 1 | -9 | 7 | -0.1 | 19 | 10
O=C(O)[C@H]1CCCC[C@H]1C(=O)Nc1cc([N+](=O)[O-])ccc1F | 4 | -0.8 | 13 | 0.9 | -2 | -1 | 4 | 0.0 | -1 | 4
O=C(N=C1SC2CS(=O)(=O)CC2N1Cc1ccc(F)cc1)C1CCCO1 (configuration not stated) | 5 | -1.8 | 2 | -0.3 | 0 | 6 | -15 | 1.6 | -20 | 34
CC(C)C(=O)NC(NC(=S)Nc1ccc(S(N)(=O)=O)cc1)C(Cl)(Cl)Cl (configuration not stated) | -4 | nt | -1 | -2.0 | -4 | -17 | -9 | -1.2 | -9 | -2
CC(C(=O)N1CCN=C1c1ccccc1)N1C(=O)c2ccccc2C1=O (configuration not stated) | ? | 3.6 | -6 | -0.5 | 4 | -12 | -1 | -0.2 | 6 | 13
COc1ccc(CN2CCN(Cc3ccccc3OC)CC2)cc1 | -10 | 0.1 | -12 | -5.1 | 6 | 1 | -1 | -1.2 | 8 | 10
O=C(O)CCn1c(=O)[nH]c2ccccc2c1=O | -15 | 0.0 | -11 | -3.5 | 2 | -4 | -4 | 0.9 | 10 | -6
CCN(CC)S(=O)(=O)c1ccc(/C=C/C(=O)Nc2ccc(F)cc2F)cc1 | -2 | 0.6 | -5 | -2.6 | -3 | 6 | 2 | -0.3 | -6 | 30
O=C(CSc1nc2cc(Cl)ccc2s1)NC1CCCc2ccccc21 (configuration not stated) | -2 | nt | -1 | -3.3 | -1 | 9 | -8 | -2.2 | -9 | -4
O=C(COc1ccccc1)N1CCc2ccccc2C1 | ? | 2.3 | -2 | -4.4 | 4 | 10 | -4 | 0.1 | 3 | -4
COC(=O)Nc1nnc(/C=C/c2ccccc2)s1 | 0 | nt | 24 | 0.4 | + | -134 | 0 | -0.3 | 2 | -8
Nc1nc(N2CCN(C(=O)c3ccco3)CC2)nc2ccccc12 | 0 | nt | -3 | -1.7 | 45* | -32 | -5 | 3.5 | 2 | 13
Cc1ccc(CNc2nc(NCC3CC3)nc3ccsc23)c(C)c1 | -7 | -1.5 | 3 | -16 | -1 | 6 | nt | nt | nt | nt
COC(=O)Cc1ccc(NC(=S)N2CCN(c3cccc(O)c3)CC2)cc1 | -6 | nt | 5 | 0.7 | -2 | -7 | -8 | -2.4 | -5 | 55*
COc1ccc(CN(C(=O)CN2C(=O)C(C)Oc3ccccc32)C2CCCC2)c(OC)c1 (configuration not stated) | -7 | -0.4 | 8 | -2.2 | 0 | nt | 2 | 1.6 | 2 | 0
O=c1cc(/N=C/c2coc3cc(Br)ccc3c2=O)[nH]c(=S)[nH]1 | 1 | 5.0 | 16 | -4.9 | -11 | 27 | -6 | -1.8 | 4 | 9
O=C(Nc1ccccc1C(=O)NC1CC1)c1ccccc1 | 1 | -0.8 | 13 | -3.0 | 4 | -7 | 1 | 0.2 | -1 | nt
Cc1cc(Cl)c(S(=O)(=O)NCc2cccnc2)cc1OCC(N)=O | -15 | -2.7 | 6 | -0.5 | 5 | -2 | -6 | 0.9 | 5 | 0
CC(C)[C@H](NC(=O)c1ccco1)C(=O)OCC(=O)N1CC(=O)Nc2ccccc21 | -4 | nt | 6 | -1.0 | 1 | 6 | -8 | 2.9 | 5 | 26
CC(NCc1ccc2c(c1)OCO2)c1ccccc1 (configuration not stated) | -25 | -0.8 | 3 | -0.3 | 0 | 10 | 2 | 0.1 | -18 | 12
Cn1c(=O)cc(SCC(=O)NCCC2=CCCCC2)c2cc(Cl)ccc21 | -1 | nt | 10 | -2.7 | 0 | -7 | -4 | -2.3 | 0 | -5
CCCCN(C)CCCNC(=O)CC1Oc2ccccc2NC1=O (configuration not stated) | -5 | -0.3 | 2 | -1.3 | 2 | -11 | 6 | 0.2 | 4 | 21
Cc1ccnc(NC(=O)CN2C(=O)c3ccccc3C2=O)c1 | -4 | nt | -5 | -1.2 | 0 | -12 | 6 | 1.6 | -13 | 8
CC(c1ccccc1)N1C(=O)c2ccccc2C1O (configuration not stated) | -6 | -0.2 | -8 | -0.4 | 1 | -2 | -2 | 0.6 | 9 | 15
CCCCN1C(=O)C(O)(CC(=O)c2ccco2)c2cc(Br)ccc21 (configuration not stated) | 6 | 2.7 | 1 | -2.0 | 0 | 3 | -7 | -0.2 | 8 | 38
Cn1c(-c2ccccc2F)cc2onc(-c3ccccc3)c2c1=O | -10 | -0.5 | 3 | -0.6 | 0 | -6 | -5 | 0.2 | 10 | nt
CCC1Sc2ccccc2N(CC(=O)NC2CC2)C1=O (configuration not stated) | -2 | -0.6 | -1 | -2.3 | -5 | -11 | 10 | 2.8 | 4 | 8
Cc1c(CNC2CCCC2)c(C(=O)O)c(C)n1Cc1ccccc1 | -6 | 1.0 | 0 | -1.1 | 4 | -15 | 2 | 1.7 | 3 | -5
CC(=O)c1ccc(N2Cc3ccccc3/C2=N\C(=O)Nc2ccc(Cl)cc2)cc1 | -3 | nt | 15 | 1.5 | 3 | -13 | -15 | 1.6 | -18 | -6
CC(C)c1cc(=O)n2[nH]c(N)nc2n1 | 1 | -0.3 | -2 | -1.1 | 2 | -8 | -5 | 0.9 | -8 | 24
C=CC[n+]1c(-c2ccc(Cl)cc2Cl)csc1Nc1ccc(NC(C)=O)cc1 | -2 | nt | -2 | 0.5 | -2 | 2 | 6 | -2.7 | -19 | 2
COc1ccc(CNC(=O)CS(=O)(=O)Cc2nc(-c3cccc(OC)c3)oc2C)cc1 | -2 | -1.1 | 10 | 0.6 | -2 | 14 | -5 | -3.5 | 6 | -4
CCOC(=O)c1ccccc1NC(=O)COC(=O)C1=COCCO1 | -4 | nt | 4 | 4.3 | 4 | -2 | 6 | 0.3 | 7 | 14

In the list so far, 2 contain bromine:
SMILES | BoNT F protease | BioA inh | GDH-TPI inh | FadD28 FP inh | Mtb FBA inh | CCHFV vOTU inh | Rv3671c inh | UGM FP inh | MazF activator | DUSP3 inh
O=c1cc(/N=C/c2coc3cc(Br)ccc3c2=O)[nH]c(=S)[nH]1 | 1 | 5.0 | 16 | -4.9 | -11 | 27 | -6 | -1.8 | 4 | 9
CCCCN1C(=O)C(O)(CC(=O)c2ccco2)c2cc(Br)ccc21 (configuration not stated) | 6 | 2.7 | 1 | -2.0 | 0 | 3 | -7 | -0.2 | 8 | 38

Carrying on.
SMILES | BoNT F protease | BioA inh | GDH-TPI inh | FadD28 FP inh | Mtb FBA inh | CCHFV vOTU inh | Rv3671c inh | UGM FP inh | MazF activator | DUSP3 inh
Nc1c(C(=O)N2CCOCC2)sc2nc(N3CCOCC3)c3c(c12)CCCC3 | ? | 5.9 | 3 | -3.0 | 16 | -6 | -11 | -0.7 | 5 | 3
COc1cccc(Nc2cc(C)c3ccccc3n2)c1 | -7 | -0.7 | 16 | nt | 1 | 1 | 8 | 1.6 | -4 | 12
CCS(=O)(=O)N1N=C(c2ccc(NS(C)(=O)=O)cc2)CC1c1ccccc1 (configuration not stated) | -24 | 0.5 | 19 | -1.5 | 109* | -25 | -17 | 1.6 | 5 | 0
COc1ccc(C2=NC(CO)(CO)CO2)cc1 | -5 | nt | 1 | 1.1 | -1 | 1 | -9 | 5.7 | 2 | 21
COc1ccc(OCc2cc(C(=O)N(C)C3CCOC3)no2)c(Cl)c1 (configuration not stated) | nt | -0.4 | 6 | -0.3 | 3 | 18 | 2 | -2.0 | -4 | 2
COc1ccc(C(CC(=O)O)NS(=O)(=O)c2ccc3c(c2)N(C(C)=O)CC(C)O3)cc1 (configuration not stated) | -7 | -2.0 | 4 | 0.7 | -1 | 1 | -3 | -0.6 | 8 | 39
COc1cc(C(=O)NCC(=O)NCCN2C(=O)S/C(=C\c3ccccc3Cl)C2=O)cc(OC)c1OC | ? | 0.1 | 19 | -4.5 | -1 | 7 | -6 | -0.8 | -7 | nt
CN(C)S(=O)(=O)c1ccc(S(=O)(=O)NCc2cccs2)cc1 | -7 | 0.1 | -5 | -2.4 | -4 | -12 | 4 | -2.9 | 12 | -46
C/C(CC(=O)NCc1ccco1)=N\NC(=O)Cc1ccc(Cl)cc1 | -8 | 1.2 | -4 | -4.1 | 1 | 13 | 2 | -0.3 | -11 | 9
Cn1cccc1/C=C1/SC(=S)N(CC(=O)O)C1=O | -6 | -6.1 | 2 | 0.6 | -41 | 18 | 3 | 5.2 | -27 | 17
CN(CC(=O)Nc1ccccc1Cl)C(=O)COC(=O)c1ccc([N+](=O)[O-])cc1Cl | 1 | -0.1 | 7 | -1.3 | 1 | 2 | -5 | 0.4 | 3 | nt
CCOC(=O)c1sc(NC(=O)CCN2CCN(CC)CC2)c(C(=O)OCC)c1C | -4 | nt | 7 | -1.9 | 0 | 4 | -8 | 1.5 | 20 | 4
O=C(CCOc1ccccc1)Nc1ccccc1[N+](=O)[O-] | -4 | nt | -4 | -3.7 | 0 | 7 | -6 | 0.1 | -3 | 6
COc1ccccc1-n1cnnc1SCC(=O)c1ccc[nH]1 | 13 | -1.0 | 6 | -2.4 | -2 | 2 | 2 | -1.1 | 4 | 13
Cc1nn(-c2ccc(F)cc2)c(Cl)c1/C=C(\CCC(=O)O)c1nc2ccccc2s1 | -3 | 39 | 6 | 0.8 | 0 | -2 | 4 | 0.7 | 7 | 34
CCn1cc(C(=O)NCC2CCCO2)c(=O)c2cc(S(=O)(=O)N(C)C3CCCCC3)ccc21 (configuration not stated) | -3 | 5.0 | -4 | -0.3 | 2 | 2 | -11 | -0.6 | 7 | 8
CCOC(=O)C1CCCn2c1nc1sc3c(c1c2=O)CCCC3 (configuration not stated) | 0 | -0.6 | -1 | -1.4 | -1 | -3 | 13 | -0.7 | 8 | 0
O=c1oc(-c2cccc([N+](=O)[O-])c2)nc2ccccc12 | 15 | 0.9 | -4 | -0.8 | 2 | 12 | -3 | 3.4 | 2 | 0
Brc1ccc(/C=N/Nc2ccc3ccccc3n2)cc1 | -9 | 2.2 | 17 | -1.7 | 7 | 11 | 0 | 0.7 | 5 | 10

Shown as labelled records: part of the list above.
COc1ccc(OCc2cc(C(=O)N(C)C3CCOC3)no2)c(Cl)c1 (configuration not stated)
  BoNT F protease: nt
  BioA inh: -0.4
  GDH-TPI inh: 6
  FadD28 FP inh: -0.3
  Mtb FBA inh: 3
  CCHFV vOTU inh: 18
  Rv3671c inh: 2
  UGM FP inh: -2.0
  MazF activator: -4
  DUSP3 inh: 2

COc1ccc(C(CC(=O)O)NS(=O)(=O)c2ccc3c(c2)N(C(C)=O)CC(C)O3)cc1 (configuration not stated)
  BoNT F protease: -7
  BioA inh: -2.0
  GDH-TPI inh: 4
  FadD28 FP inh: 0.7
  Mtb FBA inh: -1
  CCHFV vOTU inh: 1
  Rv3671c inh: -3
  UGM FP inh: -0.6
  MazF activator: 8
  DUSP3 inh: 39
